# esBAF inh – Bmi1 luciferase reporter increase in mESCs, primary screen, esBAF inhibitor project, mouse ES cells, Bmi1 luciferase knock-in, single point. 24 h; 100% = twice the neutral-well signal. reporter increase, % at 12.5 µM. 350,000 compounds, 2% hits. AID 602393, 2012; in the data active means activation above about 40%;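 further: 0% = median of the plate's neutral control wells and 100% = double that signal; a rise in the Bmi1 reporter signal indicates esBAF inhibition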
# miR-122 sensor – miR-122 Renilla sensor signal increase in Huh7, primary screen, miR-122 inhibitor project, cell-based, single point, plate reader. Huh7 miR-122 Renilla luciferase sensor, 48 h; neutral wells = 0, positive control = 100. activation (reporter increase), % at 12.5 µM. 340,000 compounds, 0.3% hits. AID 602342, 2012;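 active means mean replicate activation score at least 90 and every replicate individually at or above 90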;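 further: higher luciferase means less miR-122 activity so hits act as miR-122 inhibitors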
# Statin myotox sup – suppressors of statin myotoxicity in C2C12 myotubes, primary screen, cell-based, single point, plate reader. C2C12 myotubes + simvastatin, ATP luminescence, 48 h; scaled: DMSO 0, geranylgeraniol control 100. rescue of ATP level, % at 7.49 µM. 330,000 compounds, 0.78% hits. AID 602340, 2012;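 active means mean ATP rescue above about 67%, or every replicate alone reaching that limit, limit read from the data, passing the limit was not always enough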;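 further: myotubes were challenged with 10 µM simvastatin during compound exposure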
# SIRT5 block – SIRT5 desuccinylase inhibitors, primary screen, biochemical, fluorescence imaging, single point, set 5; NAD-dependent protein deacylase sirtuin-5, mitochondrial (Homo sapiens), Q9NXA8; Purified SirT5, succinyl-peptide AMC, trypsin-coupled fluorescence; inhibition, % at 15 µM; 330,000 compounds, 1.1% hits; in the data active means inhibition above about 15%
# Target sequence (Q9NXA8 whole entry, looked up): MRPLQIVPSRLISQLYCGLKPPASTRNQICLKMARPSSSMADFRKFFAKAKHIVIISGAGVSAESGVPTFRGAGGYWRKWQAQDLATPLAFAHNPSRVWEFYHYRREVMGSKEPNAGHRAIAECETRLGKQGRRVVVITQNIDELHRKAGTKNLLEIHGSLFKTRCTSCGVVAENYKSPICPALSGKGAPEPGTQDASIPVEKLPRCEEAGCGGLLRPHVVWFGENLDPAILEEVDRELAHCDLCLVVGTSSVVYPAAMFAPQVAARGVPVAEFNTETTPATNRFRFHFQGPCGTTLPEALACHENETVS
# ERp5 inh – inhibitors of ERp5-driven insulin aggregation, primary screen, biochemical, turbidity, absorbance 650 nm, single point | Protein disulfide-isomerase A6 (Homo sapiens), Q15084 | 90 min | inhibition, % at 9.99 µM | 350,000 compounds, 0.05% hits | AID 651711, 2012;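 active means mean replicate inhibition above about 25%, with every replicate also reaching it, limit read from the data, passing the limit was not always enough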
# Target sequence (Q15084 whole entry, looked up): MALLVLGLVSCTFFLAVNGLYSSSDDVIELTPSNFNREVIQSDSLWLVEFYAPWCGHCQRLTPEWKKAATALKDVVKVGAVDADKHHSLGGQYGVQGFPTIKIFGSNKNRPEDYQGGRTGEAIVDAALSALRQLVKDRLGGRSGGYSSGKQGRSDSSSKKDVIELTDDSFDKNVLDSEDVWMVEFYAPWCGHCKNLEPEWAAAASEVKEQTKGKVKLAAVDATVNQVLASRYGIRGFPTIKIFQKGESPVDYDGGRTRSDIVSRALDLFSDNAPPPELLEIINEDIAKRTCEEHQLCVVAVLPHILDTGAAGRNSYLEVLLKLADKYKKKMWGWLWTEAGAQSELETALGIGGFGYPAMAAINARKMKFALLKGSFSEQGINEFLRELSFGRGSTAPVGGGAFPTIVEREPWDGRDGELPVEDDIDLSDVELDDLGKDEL
# ARNT TACC3 PPI – disruptors of ARNT/TACC3 protein interaction, primary screen, biochemical, AlphaScreen, single concentration. 390,000 compounds, 0.66% hits. AlphaScreen His-ARNT PAS-B/GST-TACC3 binding, luminescence; TACC3 fragment carries E629A point mutation. inhibition, % at 9.99 µM. Transforming acidic coiled-coil-containing protein 3 (Homo sapiens), Q9Y6A5. AID 623870, 2012;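 active means mean inhibition of replicates at least 50% and at least half of replicates each reaching 50%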;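 further: 0% = complete ARNT plus TACC3 wells and 100% = ARNT alone without TACC3; many hits fall short of the cut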
# Cneo AK release – Cryptococcus neoformans cell lysis inducers, primary screen, AK release luminescence, single concentration. C. neoformans lysis, adenylate kinase release luminescence, 4 h; normalised: neutral wells 0, clomiphene wells 100. lysis activity, % at 15 µM. 360,000 compounds, 0.2% hits. AID 651654, 2012;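 active means mean lysis activity across replicates of at least 80%, whatever share of replicates individually reach that level; inactive means mean lysis activity below 80%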
#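 read-out = cell lysis signal | test system = log-phase Cryptococcus neoformans yeast cells | input = cells at 5 × 10^6 per mL | medium = fresh YPD growth medium | signal = luminescent adenylate kinase detection reagent | timing = 4 h at 37 °C static, read 1 h later | dosing = single dose | controls = Clomiphene as positive lysis control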
# * = called active by the depositor; / = no result given; & = joins results of further samples; [ ] = remark or other dose.
SMILES,esBAF inh,miR-122 sensor,Statin myotox sup,SIRT5 block,ERp5 inh,ARNT TACC3 PPI,Cneo AK release
O=C(Nc1ccccc1F)N[C@H]1CC[C@@H](CCNC(=O)C2CCCCC2)O[C@@H]1CO,-3,1[16.7 µM],-7,3,0,3,11
CC(C)CCNc1nc2c(cc1C#N)COC(C)(C)C2,5,-3,-6,/,/,1,-3
Cn1cccc1Cc1nnc(SCC(=O)NCc2ccccc2)n1-c1ccc(F)cc1,6,1,0,/,-3,/,-4
COc1cccc(CC2(CO)CCCN(Cc3cc4ccccc4[nH]3)C2)c1 (stereo unspecified),/,/,/,1,2,12,/
O=C(Nc1cccc2ccccc12)N1CCN(Cc2ccccc2)CC1,5,-2,16,/,/,1,-2
O=C1NC(=O)C2C1C(c1ccc([N+](=O)[O-])cc1)=NN2Cc1ccccc1 (stereo unspecified),-7,7,5,0,2,35,-3
COc1ccc2[nH]cc(CCNC(=O)c3ccccc3Cl)c2c1,10,/,0,-4,-2,-5,0
COc1ccc(C(=O)C2CCN(CC(=O)Nc3ccc(OC)cc3OC)CC2)cc1,10,1,9,3,2,-4,2
Nc1ncccc1OCc1cccc(C(F)(F)F)c1,/,/,/,-5,-1,0,/
CS/C(=C\C(=O)c1ccco1)Nc1ccccc1Cl,13,/,25,-2,0,8,-15
O=c1cc(N2CCN(Cc3ccccc3)CC2)c(-c2ccccc2)n[nH]1,8,-2,15,/,/,-5,-1
CC(=O)c1ccc(OCCCCOc2ccc(C(C)=O)cc2)cc1,10,-8,11,-2,7,-1,4
O=C(NCc1ccccn1)c1cccn1-c1ncc(C(F)(F)F)cc1Cl,-8,-5,2,0,-3,7,0
C=C(C)[C@H]1CC=C(C)/C(=N/NC(=O)CNc2ccccc2OC)C1,16,-4,19,2,5,-1,1
COc1cccc(-c2cc(C(F)(F)F)nc(NCc3ccco3)n2)c1,3,6,11,/,/,8,-2
CC1CCN(C(=O)c2ccc3c(c2)C(=O)c2ccccc2-3)CC1,10,7,-10,/,0,/,0
COc1ccc(-c2ccc3c(c2)[C@H]2[C@H](CCN2C(=O)C2CCCCC2)[C@H](CO)N3C)cc1,1,14[16.7 µM],-9,1,-3,-1,10
CCOc1ccc(NS(=O)(=O)c2ccc3c(c2)CCN3C(=O)C2CCC2)cc1,/,/,/,-3,1,-1,/
C[C@H]1CCCCO[C@@H](CN(C)Cc2ccc(C(F)(F)F)cc2)[C@@H](C)CN([C@@H](C)CO)C(=O)c2cc(NS(=O)(=O)c3ccccc3)ccc2O1,5,0[16.7 µM],/,12,-4,10,-4
CCOC(=O)N1CCN(C(=O)CN(Cc2ccc(Cl)cc2)S(=O)(=O)c2ccccc2)CC1,4,-4,8,/,/,0,-2
CC(=O)Nc1ccc(NC(=O)C(C)Sc2n[nH]c(-c3cccs3)n2)cc1 (stereo unspecified),-2,16,0,-1,-5,-4,-2
CCCC#Cc1ccc2c(c1)O[C@H](CN(C)C(=O)NC(C)C)[C@H](C)CN([C@@H](C)CO)S2(=O)=O,1,-10[16.7 µM],-12,-6,-5,-4,5
Cc1c(OC(C)C(=O)NCCN2CCOCC2)ccc2c(-c3ccccc3)cc(=O)oc12 (stereo unspecified),-2,-6,-3,-2,-9,-10,-1
CC(C)CNC(=O)CCCSc1nc2ccccc2[nH]1,/,/,/,0,1,-4,/
O=C(C[C@H]1CC[C@@H](NC(=O)Nc2ccccc2)[C@@H](CO)O1)NCc1cccc(F)c1,-4,/,-2,-4,3,3,-3
CN(CCCC(=O)Nc1ccncc1)S(=O)(=O)c1ccc(Cl)cc1,6,/,0,/,/,2,0
O=C(NCC(=O)N1CCCCC1)c1ccc(Br)o1,/,/,/,-3,1,5,-4
CO[C@@H]1CN(C)C(=O)c2ccc(NC(=O)Nc3ccc(F)cc3)cc2OC[C@H](C)NC[C@H]1C,2,1[16.7 µM],-2,2,-5,-2,-8
O=C(N/N=C/c1ccc(O)cc1O)NC12CC3CC(CC(C3)C1)C2,12,-8,-5,1,-3,-7,2
CCN(CC)S(=O)(=O)c1ccc(O)c(NC(=O)c2ccc(N3CCOCC3)c([N+](=O)[O-])c2)c1,/,-6,/,-2,-1,0,0
O=C(Nc1ccc(N2CCOCC2)cc1)c1ccc(Cl)cc1N1CCCC1=O,9,-2,6,-3,8,-1,0
Cc1cccc(CN2CCN(C(=O)c3ccccc3F)CC2)c1,8,-5,5,/,/,2,0
O=C(CSc1nnc(NC(=O)C2CC2)s1)Nc1cccc(F)c1,1,-2,13,-2,6,1,1
COc1ccc(CC(=O)Nc2cc(Cl)ccc2C(=O)O)cc1,-14,2,-1,-2,3,-18,0
CCNC(=O)[C@H]1[C@H](CO)[C@H]2Cn3c(ccc(C4=CCCC4)c3=O)[C@@H]1N2Cc1ccccc1,3,-1[16.7 µM],0,/,/,/,/
NS(=O)(=O)c1ccc(OC(=O)CNC(=O)OCc2ccccc2)cc1,/,/,/,-1,4,-5,/
Cc1ccc(S(=O)(=O)NN2C(=O)/C(=C/c3cccnc3)SC2=S)cc1,3,7,-1,6,2,5,0
CCC(=O)N1C[C@H](C)[C@H](OC)CN(C)C(=O)c2cc(NS(=O)(=O)CC)ccc2OC[C@H]1C,1,14[16.7 µM],-2,4,-2,-10,-1
C/C(=N\NC(=O)CCC(=O)NCc1ccccc1)c1ccc([N+](=O)[O-])cc1,-3,-6,5,/,-3,-10,-1
Cc1ccc(NS(=O)(=O)c2cc(OCC(N)=O)c(C)cc2Cl)cc1,/,/,/,2,-10,-7,/
COCCNC(=O)CN1c2ccccc2CC1C (stereo unspecified),1,-1,/,/,/,-3,0
O=C(COC(=O)c1cccc2ccccc12)Nc1cccnc1Cl,/,/,/,-5,0,-10,/
O=C(NCc1cccs1)C1CCN(S(=O)(=O)c2cccc([N+](=O)[O-])c2)CC1,-3,/,13,-4,2,-6,-3
Cc1cc(C)n(-c2nnc(Cl)c3ccccc23)n1,/,/,/,-2,-8,-3,/
COc1ccc(S(=O)(=O)Nc2ccc3c(c2)C(=O)N([C@H](C)CO)C[C@@H](C)[C@H](CN(C)S(=O)(=O)c2ccc(OC)cc2)OCCCC[C@H](C)O3)cc1,3,-5[16.7 µM],/,/,/,-9,1
Cc1cc(C)c(C#N)c(SCS(=O)c2ccc(C(C)(C)C)cc2)n1 (stereo unspecified),-6,6,-105,/,/,-11,3
CC1CCN(C(=O)CCC(=O)Nc2nnc(C(F)(F)F)s2)CC1,2,-4,-3,/,/,0,-1
Cc1nnc(N)s1,-4,/,8,-1,-1,-10,/
CC(OC(=O)Cc1c[nH]c2ccccc12)C(=O)Nc1ccccc1F (stereo unspecified),/,-2,-4,-3,-2,15,0
CC(=O)Nc1ccc(SCC(=O)c2cc(C)n(-c3ccccc3)c2C)cc1,-22,-4,8,/,/,-8,/
O=C1CN(C(=S)Nc2ccccc2Cl)CCN1,-6,1,5,-2,-7,17,3
CC(CCc1ccccc1)NC(=O)c1cc2sccc2n1C (stereo unspecified),/,3,/,-3,-8,-2,/
C=C(C)c1cccc(C(C)(C)NC(=O)N2CCOCC2)c1,2,-2,6,/,/,-3,1
O=C(COC(=O)c1c(Cl)ccc(Cl)c1Cl)NC(=O)NCc1ccccc1,/,4,/,/,1,1,3
CC(C)NC(=O)N(C)C[C@H]1Oc2ncc(Br)cc2C(=O)N([C@H](C)CO)C[C@@H]1C,3,-5,-1,-7&3,4,/,0
CC(C)(C)NC(=O)C12CC3CC(CC(Cl)(C3)C1)C2,/,/,/,-1,-3,-5,/
O=C(COC(=O)c1cnccn1)NCCc1ccc(Cl)cc1,2,-5,-5,-5,-1,-5,/
Nc1ccc(SCCN2C(=O)c3ccccc3C2=O)cc1,33,-4,-2,/,/,-8,-1
Cc1nc2cc(Oc3nc(NCCN(C)C)nc4ccsc34)ccc2s1,4,1,-3,-4,-1,/,0
COc1ccc(NC(=S)N2CCN(S(=O)(=O)c3ccc(F)cc3)CC2)cc1,-7,/,-2,0,5,3,0

# Gathered by group: the compounds so far with a Cl atom
SMILES,esBAF inh,miR-122 sensor,Statin myotox sup,SIRT5 block,ERp5 inh,ARNT TACC3 PPI,Cneo AK release
COc1ccc2[nH]cc(CCNC(=O)c3ccccc3Cl)c2c1,10,/,0,-4,-2,-5,0
CS/C(=C\C(=O)c1ccco1)Nc1ccccc1Cl,13,/,25,-2,0,8,-15
O=C(NCc1ccccn1)c1cccn1-c1ncc(C(F)(F)F)cc1Cl,-8,-5,2,0,-3,7,0
CCOC(=O)N1CCN(C(=O)CN(Cc2ccc(Cl)cc2)S(=O)(=O)c2ccccc2)CC1,4,-4,8,/,/,0,-2
CN(CCCC(=O)Nc1ccncc1)S(=O)(=O)c1ccc(Cl)cc1,6,/,0,/,/,2,0
O=C(Nc1ccc(N2CCOCC2)cc1)c1ccc(Cl)cc1N1CCCC1=O,9,-2,6,-3,8,-1,0
COc1ccc(CC(=O)Nc2cc(Cl)ccc2C(=O)O)cc1,-14,2,-1,-2,3,-18,0
Cc1ccc(NS(=O)(=O)c2cc(OCC(N)=O)c(C)cc2Cl)cc1,/,/,/,2,-10,-7,/
O=C(COC(=O)c1cccc2ccccc12)Nc1cccnc1Cl,/,/,/,-5,0,-10,/
Cc1cc(C)n(-c2nnc(Cl)c3ccccc23)n1,/,/,/,-2,-8,-3,/
O=C1CN(C(=S)Nc2ccccc2Cl)CCN1,-6,1,5,-2,-7,17,3
O=C(COC(=O)c1c(Cl)ccc(Cl)c1Cl)NC(=O)NCc1ccccc1,/,4,/,/,1,1,3
CC(C)(C)NC(=O)C12CC3CC(CC(Cl)(C3)C1)C2,/,/,/,-1,-3,-5,/
O=C(COC(=O)c1cnccn1)NCCc1ccc(Cl)cc1,2,-5,-5,-5,-1,-5,/

# (more compounds)
SMILES,esBAF inh,miR-122 sensor,Statin myotox sup,SIRT5 block,ERp5 inh,ARNT TACC3 PPI,Cneo AK release
N/C(=N\OC(=O)c1cc(Br)ccc1Cl)c1cccnc1,/,/,/,-4,3,-8,/
O=C(NCc1ccccn1)Nc1ccc(Cl)cc1,21,-2,-9,-4,3,-4,-1
Cc1ccc(-c2nc3ncccc3o2)cc1N,38,3,7,2,5,1,-2
CCC(C)[C@H](NC(=O)NC1CC1)C(=O)O (stereo partly specified),0,2,-17,-1,5,1,1
C=C(C)CNC(=S)NNC(=O)CCn1c2ccccc2c2ccccc21,/,-8,/,/,/,-2,1
Cc1ccc(CN2CCN(CC(=O)O)C2=O)cc1,/,/,/,0,7,1,/
C=CCn1c(SCC(=O)N(C)c2c(N)n(Cc3ccccc3)c(=O)[nH]c2=O)nnc1-c1ccccc1OC,/,/,/,-1,1,-3,3
O=C1CCC(C(=O)N(CCO)Cc2ccccc2)CN1CC1CCCCC1 (stereo unspecified),/,/,/,-4,4,-2,-1
C[C@H](O)C#Cc1ccc([C@@H]2[C@@H](CO)N3CCCCN(C(=O)Nc4ccccc4)C[C@@H]23)cc1,6,-5[16.7 µM],-20,2,3,-6,-2
COc1ccc(C2(NC(C)=O)CCN(C(=O)c3cccs3)CC2)cc1,-7,-6,99*,/,/,/,2

# Compound activity from PubChem BioAssay.

# Compounds were not picked by outcome. Share with any hit: about 4%.
